High-throughput results: PubChem BioAssay, several laboratories
Runt-SMMHC FRET – inhibitors of RUNX1 Runt–CBFb-SMMHC binding, primary screen, biochemical, FRET, Cerulean-Runt, Venus-CBFb-SMMHC, uHTS. Runt-related transcription factor 1 (Homo sapiens) + Core-binding factor subunit beta …. Cerulean-Runt/Venus-CBFb-SMMHC FRET ratio 530/480, 1 h. inhibition, % at 20 µM. actives 0.74% (n = 220,000);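 active means mean inhibition across duplicate retests at 20 µM reaching about 50%, limit read from the data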;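 further: 0% = DMSO wells and 100% = wells with excess untagged CBFb-SMMHC; inhibitors lower the FRET ratio by blocking Runt binding to CBFb-SMMHC; some results filed as inactive read as strong as hits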
Target sequence (Q01196 whole entry, looked up): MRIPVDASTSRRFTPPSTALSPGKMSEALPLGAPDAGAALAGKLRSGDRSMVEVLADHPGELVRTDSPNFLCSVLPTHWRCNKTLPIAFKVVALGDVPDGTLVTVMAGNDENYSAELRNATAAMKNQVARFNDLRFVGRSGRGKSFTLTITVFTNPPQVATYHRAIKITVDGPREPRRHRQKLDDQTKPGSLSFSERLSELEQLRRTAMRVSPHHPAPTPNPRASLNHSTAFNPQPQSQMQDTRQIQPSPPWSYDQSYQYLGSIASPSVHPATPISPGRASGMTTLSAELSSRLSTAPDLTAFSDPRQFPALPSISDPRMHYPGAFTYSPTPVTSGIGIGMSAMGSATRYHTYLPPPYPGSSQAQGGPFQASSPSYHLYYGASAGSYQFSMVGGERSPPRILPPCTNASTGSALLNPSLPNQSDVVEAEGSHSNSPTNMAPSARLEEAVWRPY
Target sequence (Q13951 whole entry, looked up): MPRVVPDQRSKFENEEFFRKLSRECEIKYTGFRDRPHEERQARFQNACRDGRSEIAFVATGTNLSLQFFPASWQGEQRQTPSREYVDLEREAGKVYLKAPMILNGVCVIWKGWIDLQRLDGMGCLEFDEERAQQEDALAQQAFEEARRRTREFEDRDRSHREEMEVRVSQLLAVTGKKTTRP
TNF death inh – inhibitors of TNF-alpha triggered necroptosis, primary screen, cell-based, Jurkat FADD-/-, single concentration | Jurkat FADD-/- TNF necroptosis rescue, ATP luminescence, 24 h; 0 = TNF only, 100 = no-TNF cells | AID 463075, 2010 | actives 0.068% (n = 220,000) | activation (protection from cell death), % at 10 µM;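 active means activation, meaning protection from cell death, of at least 50% relative to plate controls; inactive means activation below 50%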;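 further: necroptosis triggered by 40 ng/mL TNF-alpha added together with compound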
PPC-1+TRAIL kill – compounds killing PPC-1 cancer cells with TRAIL present, primary screen, TRAIL potentiator project, ATPLite luminescence, uHTS; PPC-1 cells + TRAIL, ATPLite viability luminescence; cell killing (% activity), % at 4 µM; actives 0.41% (n = 220,000);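 active means cell killing above 50% in the first pass at 4 µM, then a duplicate retest at 5 µM averaging 50% or more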;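 further: plate controls were cells with TRAIL plus DMSO for no effect and medium-only wells lacking cells for full effect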
TRPML3 ag – human TRPML3 channel agonists, primary screen, cell-based, HEK293 TRPML3-YFP, Fluo-8 calcium fluorescence, 3 µM | 100% = the carbachol control signal | actives 0.29% (n = 220,000) | AID 1448, 2008 | activation, % at 3 µM | Mucolipin-3 (Homo sapiens), Q8TDD5;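 active means activation above its plate's cutoff, the mean activation of the plate's test wells plus 3 SD, cut at about 12% in these data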;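 further: 0% = DMSO only wells and 100% = carbachol wells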
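Material: HEK293 cells stably carrying human TRPML3-YFP; compound dosing: single dose, 3 µM final nominal compound, 0.3% DMSO final; incubation: 1-h 37 °C dye load, 5-s basal, 120-s post-compound reads; technique: Fluo-8 intracellular calcium fluorescence, excitation 470-495 nm, emission 515-575 nm; read-out basis: percent activation from peak-to-basal fluorescence ratio, scaled between DMSO and carbachol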
CHOP inh – inhibitors of CHOP promoter induction, primary screen, cell-based, unfolded protein response, luciferase reporter | actives 3.8% (n = 220,000) | CHO-K1 CHOP-promoter luciferase, tunicamycin-induced, 15-18 h | inhibition, % at 10 µM;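 active means compounds that reduced the stress-induced luciferase reporter signal by more than about 70% of percent inhibition, limit read from the data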;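 further: 0% = tunicamycin plus vehicle and 100% = wells without tunicamycin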
TRPN1 ag – zebrafish TRPN1 channel agonists, primary screen, cell-based, HEK293, calcium fluorescence. transient receptor potential cation channel N1 (TRPN1/NompC), Danio rerio. HEK293 zebrafish TRPN1-YFP, Fluo-8 calcium fluorescence; 100% = response to 87 µM carbachol. activation, % at 3 µM. actives 0.18% (n = 220,000). AID 1424, 2008;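 active means activation above its plate's cutoff, the mean activation of test wells on that plate plus 3 SD, cut at about 19% in these data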;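 further: 0% = DMSO alone and 100% = 87 µM carbachol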
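System: zebrafish TRPN1-YFP in HEK293 cells / Dosing: 3 µM single point / Timing: dye loading 1 h at 37 °C, then 30 min room temperature / Signal: Fluo-8 calcium fluorescence, excitation 470-495 nm, emission 515-575 nm / Read-out basis: percent activation from peak over basal fluorescence ratio, control-normalized / Control set: high carbachol 87 µM, low DMSO alone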
* marks the source's active call; other numbers are inactive results; . = not tested or not shown; & = joins results of further samples.

1	C=CCN1C[C@@H](C)N([C@H](c2ccc(C(=O)N(CC)CC)cc2)c2cccc(OC)c2)C[C@@H]1C
2	O=C1CC[C@@]2(O)C3Cc4ccc(O)c5c4C2(CCN3CC2CC2)[C@H]1O5 (some centres not stated)
3	CCCN1CCO[C@@H]2c3cc(O)ccc3OC[C@H]21
4	CCCN1CCC[C@@H](c2cccc(C#N)c2)C1
5	NCCc1ccc(S(=O)(=O)F)cc1
6	CCN1C[C@]2(C)CC[C@H](O)[C@@]34C5C[C@@H]6[C@@H](OC)C[C@@](O)(C5[C@H]6O)[C@@H](CC23)C14 (some centres not stated)
7	Clc1ccc(C(c2ccc(Cl)cc2)n2cc[n+](CC(OCc3ccc(Cl)cc3Cl)c3ccc(Cl)cc3Cl)c2)cc1 (configuration not stated)
8	CCCN1CCC[C@@H]2Cc3[nH]ncc3C[C@H]21
9	CC(C)NP(=O)(NC(C)C)OP(=O)(NC(C)C)NC(C)C
10	O=P1(N(CCCl)CCCl)NCCCO1 (configuration not stated)

assay / compound | 1 | 2 | 3 | 4 | 5 | 6 | 7 | 8 | 9 | 10
Runt-SMMHC FRET | . | . | . | . | . | . | . | . | . | .
TNF death inh | . | . | . | . | . | . | . | . | . | .
PPC-1+TRAIL kill | . | . | . | . | . | . | . | . | . | .
TRPML3 ag | . | . | . | . | . | . | . | . | . | .
CHOP inh | -16 | -29 | 33&61 | -10 | 1 | 24 | -24 | 1&-4 | 3 | 4
TRPN1 ag | . | . | . | . | . | . | . | . | . | .

11	C[C@H]1C2Cc3ccc(O)cc3C1(C)CCN2CC1CC1 (some centres not stated)
12	NC(=O)CN1CC(O)CC1=O (configuration not stated)
13	CC(=O)[C@H]1CCC2C3CC[C@H]4C[C@H](O)CC[C@]4(C)C3CC[C@@]21C (some centres not stated)
14	NC(CCCCCP(=O)(O)O)C(=O)O (configuration not stated)
15	C[C@H](N)CN1CCc2ccc(Br)cc21
16	NCC#Cc1ccccc1
17	COc1cc(CCN)ccc1O
18	O=C(O)C1C2CCC(O2)C1C(=O)O (configuration not stated)
19	c1ccc2nc(N3CCNCC3)ccc2c1
20	CCOC(=O)c1ncn2c1[C@@H]1CCCN1C(=O)c1cc(OC)ccc1-2

assay / compound | 11 | 12 | 13 | 14 | 15 | 16 | 17 | 18 | 19 | 20
Runt-SMMHC FRET | . | . | . | . | . | . | . | . | . | .
TNF death inh | . | . | . | . | . | . | . | . | . | .
PPC-1+TRAIL kill | . | . | . | . | . | . | . | . | . | .
TRPML3 ag | . | . | . | . | . | . | . | . | . | .
CHOP inh | -10 | 14 | -1 | -19 | 15 | 5 | -6 | -12 | -7 | -2
TRPN1 ag | . | . | . | . | . | . | . | . | . | .

21	CC1Cc2cc3c(cc2C(c2ccc(N)cc2)=NN1)OCO3 (configuration not stated)
22	CCCN1CCc2cc(O)cc3c2[C@H]1Cc1ccc(O)c(O)c1-3
23	CCN(CC)C(=O)N[C@@H]1C=C2c3cccc4[nH]cc(c34)C[C@H]2N(C)C1
24	CC(N)C(=O)OC(C)(C)Cc1ccc(Cl)cc1 (configuration not stated)
25	Oc1ccc2c3c1O[C@H]1c4[nH]c5ccccc5c4C[C@@]4(O)C(C2)N(CC2CC2)CCC314 (some centres not stated)
26	CC(C)(C)NCC(O)c1ccccc1Cl (configuration not stated)
27	NCC(CP(=O)(O)O)c1ccc(Cl)cc1 (configuration not stated)
28	O=C1C=CC(=O)C=C1
29	C[C@@H](N)Cc1cnc[nH]1
30	O=[N+]([O-])c1ccc2nc(N3CCNCC3)ccc2c1

assay / compound | 21 | 22 | 23 | 24 | 25 | 26 | 27 | 28 | 29 | 30
Runt-SMMHC FRET | . | . | . | . | . | . | . | . | . | .
TNF death inh | . | . | . | . | . | . | . | . | . | .
PPC-1+TRAIL kill | . | . | . | . | . | . | . | . | . | .
TRPML3 ag | . | . | . | . | . | . | . | . | . | .
CHOP inh | -20 | 10 | -16 | 0 | -1 | 33 | -6 | -7 | 56 | -4
TRPN1 ag | . | . | . | . | . | . | . | . | . | .

31	Cc1cc(OCC(=O)Nc2cc(C)nn2-c2ccccn2)c2c3c(c(=O)oc2c1)CCC3
32	CN1C(=O)N(C)C(=O)C2(Cc3c(nc4ccccn4c3=O)N3CCC(Cc4ccccc4)CC32)C1=O (configuration not stated)
33	Cn1c(O)c(C=Nc2ccc3c(c2)CCC3)c(=O)n(C)c1=O
34	Cc1ccc2c(c1)C1CN(C)CCC1N2C(=O)Cn1cnc2c1c(=O)n(C)c(=O)n2C (configuration not stated)
35	CN1CCCC1C(O)(c1ccccc1)c1ccccc1 (configuration not stated)
36	CCOC(=O)C(O)(c1ccc(N(C)C(=O)COc2ccccc2)cc1)C(F)(F)F (configuration not stated)
37	NP(=O)(OCC(F)(F)F)Oc1ccccc1 (configuration not stated)

assay / compound | 31 | 32 | 33 | 34 | 35 | 36 | 37
Runt-SMMHC FRET | -3 | 0 | -3 | 0 | . | . | .
TNF death inh | . | . | . | . | -1.0 | -2.3 | -0.5
PPC-1+TRAIL kill | -1 | -24 | 1 | -2 | . | . | .
TRPML3 ag | . | . | . | . | -0.4 | 0.9 | 0.5
CHOP inh | . | . | . | . | . | . | .
TRPN1 ag | . | . | . | . | -0.8 | 1.4 | 0.2

A portion of the library; rates above refer to the full screens.
